Compound activity: PubChem, National Center for Advancing Translational Sciences (NCATS)
Pin1 inhibitor – blocks the human prolyl isomerase Pin1 | Q13526 | Potency, µM (top dose mostly 115 µM), for inactives: top-dose activity, negative = inhibition, most hits filed as inhibitors | 0.009% of 390,000 active | Pin1 FP peptide displacement, HiFluor488, 10 min; active means well fitted inhibition curve with a large enough effect in the polarisation, with a control signal flat, not every such curve was filed as active; inconclusive means small, poorly fitted or top-dose-only effect, or effect the other way, or a change in a side signal; inactive means no such curve, though single readings can be large or run the other way; the % refers to the polarisation; further: on the % scale 0 is the no-effect control and ±100 the full control effect
HP1b chromo inh – inhibitors of HP1-beta chromodomain binding to methylated histone tails. Potency, µM (doses to about 114 µM), inactives show at the highest dose activity change, negative = inhibition, usual class: inhibitors. AID 540317. P83916. 0.56% of 390,000 active. AlphaScreen HP1-beta / biotin-H3K9me3 peptide binding; further: nearly all actives have a fitted effect of over 70% in size; inactives centre near 23
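AlphaScreen: HP1-beta (50 nM) preformed 30 min with biotin-H3(1-18)K9me3 peptide (50 nM) in PBS pH 7.4, 0.01% Tween-20. Compound added for 30 min at RT, then streptavidin donor/nickel chelate acceptor beads (10 ug/mL) for 30 min.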
JMJD2A Tudor – JMJD2A Tudor domain (human) inhibition; O75164; AlphaScreen JMJD2A-Tudor / H3K4me3 peptide binding; Potency, µM (doses to about 114 µM), inactives show at the highest dose activity change, negative = inhibition, most hits filed as inhibitors; 4.4% of 390,000 active; AID 504339; further: on the % scale 0 is the no-effect control and ±100 the full control effect; nearly all actives have a fitted effect of over 50% in size
Target sequence (O75164 whole entry, looked up, the tested form may be a part): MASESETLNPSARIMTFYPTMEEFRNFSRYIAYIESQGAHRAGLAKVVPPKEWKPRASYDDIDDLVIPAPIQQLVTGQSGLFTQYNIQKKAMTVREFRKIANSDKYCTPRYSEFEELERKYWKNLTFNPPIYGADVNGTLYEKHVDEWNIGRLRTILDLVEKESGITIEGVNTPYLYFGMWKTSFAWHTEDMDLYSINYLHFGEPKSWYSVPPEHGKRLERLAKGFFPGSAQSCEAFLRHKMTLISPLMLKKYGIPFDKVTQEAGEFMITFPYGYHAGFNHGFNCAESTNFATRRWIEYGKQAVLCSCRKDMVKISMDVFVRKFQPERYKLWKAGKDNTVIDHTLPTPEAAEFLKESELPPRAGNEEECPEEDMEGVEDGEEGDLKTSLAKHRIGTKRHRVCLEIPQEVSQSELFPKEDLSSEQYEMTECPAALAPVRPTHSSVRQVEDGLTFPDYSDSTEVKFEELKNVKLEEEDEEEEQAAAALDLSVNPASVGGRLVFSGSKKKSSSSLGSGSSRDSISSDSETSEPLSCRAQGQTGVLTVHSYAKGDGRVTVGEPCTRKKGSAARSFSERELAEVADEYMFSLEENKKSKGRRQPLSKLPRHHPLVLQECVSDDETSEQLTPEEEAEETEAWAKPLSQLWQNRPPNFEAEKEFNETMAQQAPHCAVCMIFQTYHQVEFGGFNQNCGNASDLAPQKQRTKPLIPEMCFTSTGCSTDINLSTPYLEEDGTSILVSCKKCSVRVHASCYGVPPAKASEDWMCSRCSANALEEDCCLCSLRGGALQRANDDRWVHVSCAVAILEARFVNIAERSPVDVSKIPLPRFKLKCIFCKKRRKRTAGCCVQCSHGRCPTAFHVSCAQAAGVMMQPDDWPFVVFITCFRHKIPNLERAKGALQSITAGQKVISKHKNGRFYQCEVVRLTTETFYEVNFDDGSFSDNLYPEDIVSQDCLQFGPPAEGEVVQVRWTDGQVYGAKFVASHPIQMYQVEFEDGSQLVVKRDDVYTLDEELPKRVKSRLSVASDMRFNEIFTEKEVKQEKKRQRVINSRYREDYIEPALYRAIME
PGK inhibitor – inhibitors of T. brucei phosphoglycerate kinase. Potency, µM (series often up to 57.5 µM), for inactives: at the highest dose activity change, negative = inhibition, actives largely listed as inhibitors. P07378. PGK/GAPDH coupled, Kinase-Glo luminescence, 60 min. 0.043% of 380,000 active; further: on the % scale 0 is the no-effect control and ±100 the full control effect; nearly all actives have a fitted effect of over 60% in size
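Luminescent ATP detection (Kinase-Glo Plus) follows a 60-minute room-temperature incubation, with wells lacking PGK as controls. Buffer: 100 mM TEA (pH 7.6), 5 mM MgCl2, 0.01% Tween-20. Coupling enzyme GAPDH (100 nM final) supplies unstable 1,3-BPG in-well.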
G9a block – inhibitors of human histone lysine methyltransferase G9a; Q96KQ7; G9a H3K9 monomethylation, AlphaScreen, 2 h; Potency, µM (series often up to 102 µM), inactives show at the highest dose activity, negative = inhibition, most hits filed as inhibitors; 8.8% of 350,000 active; AID 504332; further: on the % scale 0 is the no-effect control and ±100 the full control effect; nearly all actives have a fitted effect of over 75% in size
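Compounds were preincubated with 20 nM G9a for 15 min, after which biotinylated H3K9 peptide (500 nM) and SAM (20 uM) started a 2 h room-temperature reaction. Monomethylated product was quantified by antibody-based AlphaScreen chemiluminescence.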
POLI inh – DNA polymerase iota (human) inhibition | Pol iota fluorescent replication assay, 10 min | Q9UNA4 | 1% of 390,000 active | Potency, µM (series often up to 115 µM), for the others: at the top dose activity, negative = inhibition, hits mostly inhibitors
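Pol iota at 10 nM preincubated 15 min with compounds at room temperature; reaction started with fluorescent substrate, 50 nM final. Fluorescence read kinetically at 0 and 10 min; buffer-only wells as negative control.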
BAZ2B block – inhibitors of human BAZ2B bromodomain; Q9UIF8; AlphaScreen BAZ2B-H3K14Ac peptide displacement; Potency, µM (highest dose often 114 µM), without a hit: at the highest dose activity change, negative = inhibition, most hits filed as inhibitors; 4.4% of 360,000 active; AID 504333; further: on the % scale 0 is the no-effect control and ±100 the full control effect; nearly all actives have a fitted effect of over 60% in size
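Multi-concentration screen (max 110 uM) measuring displacement of acetylated histone H3 peptide from BAZ2B by AlphaScreen, using 50 nM protein, 50 nM peptide and 10 ug/mL streptavidin donor plus Ni-chelate acceptor beads.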
GLS inhibitor – blocks human kidney-isoform glutaminase activity | GLS enzymatic activity, qHTS titration | O94925 | Potency, µM (series often up to 45.5 µM), inactives show at the top dose activity change, negative = inhibition, actives largely listed as inhibitors | 0.21% of 410,000 active; further: on the % scale 0 is the no-effect control and ±100 the full control effect
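Enzyme dispensed in phosphate buffer (45 mM, pH 8.2, 0.02% Tween-20), compounds pinned in, then 1 mM L-glutamine solution and the glutamate oxidase–HRP–Amplex Red mix added; fluorescence read immediately and again after 30 min at room temperature.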
BLM inh – blocks DNA unwinding by human BLM helicase | recombinant BLM DNA unwinding, fluorescence dequenching | Potency, µM (titrated, usually from 56.1 µM), without a hit: at the highest dose activity change, negative = inhibition, usual class: inhibitors | 0.2% of 350,000 active | AID 2528;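 further: plate controls were vehicle for no effect and no enzyme for full effect; nearly all actives have a fitted effect of over 35% in size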
An asterisk follows results filed as active; i = inactive; ? = inconclusive; . = not tested or not shown; & = joins results of further samples; [ ] = remark or other dose. Unless noted, the call rests on the fitted dose curve; in most records, active means well fitted curve in the direction sought with a large enough effect; inconclusive means small, poorly fitted or top-dose-only effect, or another doubt; inactive means no such curve, though single readings can be large; an effect the other way counts as inactive or inconclusive. Potency means the concentration at half of the fitted maximal effect. These rows are one share of the data; rates above refer to the full screens.

Pin1 inhibitor	HP1b chromo inh	Molecule	JMJD2A Tudor	PGK inhibitor	G9a block	POLI inh	BAZ2B block	GLS inhibitor	BLM inh
-1%	45%[activator]	COc1cccc(CNC(=O)c2c(C)nn(-c3ccc(F)cc3)c2-n2cccc2)c1	-17%	-11%	-3%[59 µM]	13%	0%	-6%	-4%
3%	19%	Cn1nnnc1SCc1ccccc1F	-25%	1%	3%[59 µM]	14%	2%	10%	-3%
-3%	18%	CCOC(=O)CSc1nc2c(c(=O)[nH]c(=O)n2C)n1Cc1ccccc1	-15%	-4%	-13%	-8%	-3%	-6%	-2%
3%	38%	COc1ccc(-c2ccc(C)cc2)cc1[C@H]1[C@H]2C=CC[C@@H](C)[C@@H]2C(=O)N1Cc1ccccc1	-21%	-7%	16%[59 µM]	9%	-2%	2%	0%
-1%	27%	O=C(NC1=NN(c2ccccc2)CC1)Nc1ccccc1F	-27%	0%	?	18%	-19%	9%	-1%
1%	48%[activator]	CC(C)N(CCCNC(=O)C1CCN(C(=O)c2cc3sccc3n2C)CC1)Cc1ccccc1	-16%	9%	.	6%	-13%	10%	2%
-1%	6%	CN(C(=O)c1cccc(NC(=O)Cc2ccc(NC(=O)C3CCCN(C(=O)C4CC4)C3)cc2)c1)C1CCCC1 (stereo not given)	-21%	i	.	?	.	0%	.
-5%	42%[activator]	O=C(CN1CCN(CC(=O)Nc2ccccc2Cl)CC1)NCC1(N2CCOCC2)CCCCC1	-8%	i	?	7%	5%	1%	.

The final 6 compounds of the section before lead into the next.
Pin1 inhibitor	HP1b chromo inh	Molecule	JMJD2A Tudor	PGK inhibitor	G9a block	POLI inh	BAZ2B block	GLS inhibitor	BLM inh
-3%	18%	CCOC(=O)CSc1nc2c(c(=O)[nH]c(=O)n2C)n1Cc1ccccc1	-15%	-4%	-13%	-8%	-3%	-6%	-2%
3%	38%	COc1ccc(-c2ccc(C)cc2)cc1[C@H]1[C@H]2C=CC[C@@H](C)[C@@H]2C(=O)N1Cc1ccccc1	-21%	-7%	16%[59 µM]	9%	-2%	2%	0%
-1%	27%	O=C(NC1=NN(c2ccccc2)CC1)Nc1ccccc1F	-27%	0%	?	18%	-19%	9%	-1%
1%	48%[activator]	CC(C)N(CCCNC(=O)C1CCN(C(=O)c2cc3sccc3n2C)CC1)Cc1ccccc1	-16%	9%	.	6%	-13%	10%	2%
-1%	6%	CN(C(=O)c1cccc(NC(=O)Cc2ccc(NC(=O)C3CCCN(C(=O)C4CC4)C3)cc2)c1)C1CCCC1 (stereo not given)	-21%	i	.	?	.	0%	.
-5%	42%[activator]	O=C(CN1CCN(CC(=O)Nc2ccccc2Cl)CC1)NCC1(N2CCOCC2)CCCCC1	-8%	i	?	7%	5%	1%	.
?	22%	Cc1nnc2ccc(-c3ccc(NS(=O)(=O)c4ccccc4[N+](=O)[O-])cc3)nn12	-22%	-5%	?	?	-33%	16%	.
-3%	6%	O=C(c1cc2cc3ccc(Cl)cc3nc2o1)N1CCN(Cc2ccc3c(c2)OCO3)CC1	-18%	i	.	-13%	.	-2%	.
-9%	12%	COc1ccc(OC)c(-n2nnnc2SCC(=O)Nc2ccccc2N2CCOCC2)c1	-11%	-1%	-3%	-12%	-1%	1%	-4%
-5%	15%	CCOC(=O)c1sc(NC(=O)c2c(C)nn(Cc3ccccc3)c2C)cc1C	-7%	-3%	50µM*	?	-2%	1%	-18%
7%	9%	COc1ccc(C(=O)c2sc(Nc3ccc(NC(C)=O)cc3)nc2C)cc1	-20%	1%	?	7%	15%	4%	-6%
19%	4%	COc1ccc(C(=O)Nc2ccc(Cl)cc2C(=O)NCc2ccco2)cc1OC	-22%	-5%	-29%	?	-24%	1%	-6%
3%	35%	CN(NC(=O)COc1ccccc1)c1ccccc1	-11%	-9%	-40%	24%	1%	25%	-4%
3%	30%	Cc1ccc(C)c(NC(=O)COC(=O)CNC(=O)C2CCCCC2)c1	-16%	-8%	23%[2.33 µM]	61%[activator]	-5%	0%	.

Pin1 inhibitor	HP1b chromo inh	Molecule	JMJD2A Tudor	PGK inhibitor	G9a block	POLI inh	BAZ2B block	GLS inhibitor	BLM inh
-6%	18%	Cc1cccc(C)c1NC(=O)CSc1nc(-c2cccs2)cc(C(F)(F)F)n1	-11%	-4%	10%[59 µM]	13%	-2%	-2%	5%
0%	22%	COc1ccc(NC(=O)c2cnn(-c3ccccc3)c2C)cc1OC	-20%	-5%	-10%	44%[activator]	0%	-2%	-4%
2%	16%	CN1CCN(c2nc3c(S(=O)(=O)c4ccc(Br)cc4)nnn3c3ccsc23)CC1	?	5%	-31%[59 µM]	7%	-21%	-6%	-7%
-5%	-18%	CCCn1c(C(C)Nc2nc(-c3ccc(OC)cc3)cs2)nc2ccccc21 (stereo not given)	?	-7%	?	8%	?	2%	-7%
-7%	-8%	CCCn1nc(NS(=O)(=O)c2cccc3nonc23)c2cc3cc(C)ccc3nc21	-35%	-7%	32%[0.0925 µM]	?	-36%	32%[activator]	-9%
-3%	-11%	CCOc1cc(-c2sc(Nc3cc(C)ccc3OC)n[n+]2-c2ccccc2)ccc1OC	56µM*	6%	-42%[12.7 µM]	?	56µM*	6%	.
-1%	28%	C[C@@H]1CN([C@@H](C)CO)C(=O)c2cccc(NC(=O)c3nc4ccccc4s3)c2O[C@@H]1CN(C)CC1CC1	-23%	i	.	1%	.	-5%	.
3%	28%	CCc1cc(C(=O)NCCN(C)C)cs1	-4%	-1%	1%[59 µM]	-12%	-3%	-2%	-8%

Pin1 inhibitor	HP1b chromo inh	Molecule	JMJD2A Tudor	PGK inhibitor	G9a block	POLI inh	BAZ2B block	GLS inhibitor	BLM inh
0%	50%[activator]	N#CC1CN(Cc2ccccc2)CN(Cc2ccccc2)C1	12%	-3%	49%[activator]	25%	-13%	-3%	-3%
-2%	105%[activator]	CCCCCCCCC(=O)NNC(=O)c1c(O)c2ccccc2n(CCC)c1=O	-9%	-4%	-31%	25%	13%	-4%	-2%
5%	?	COCCNCCCCOc1ccc(Br)cc1C	1.1µM*	-6%	5.6µM*	14%	50µM*	1%	-7%
6%	42%[activator]	CN(C)c1nc(OCCOC(=O)c2ccccc2)nc(N(C)C)n1	-5%	0%	-5%	16%	-2%	-1%	-3%
-2%	36%	COc1ccc(C)cc1S(=O)(=O)N1CCC(C(=O)NCCc2ccccc2)CC1	-3%	-6%	8%[59 µM]	35%[activator]	8%	-6%	3%
-17%	10%	N=C1C(c2ccccc2)=C(O)CN1c1cccc(S(=O)(=O)N2CCOCC2)c1	20µM*	i	1%	-12%	-1%	3%	3%
-1%	35%	COc1ccccc1CCCNC(=O)C1CCC(=O)N(CCN2CCOCC2)C1 (stereo not given)	-13%	-7%	12%	-8%	-2%	-1%	-1%
5%	22%	CCc1ccccc1NC(=O)Cn1nc(CC)n2c(cc3sccc32)c1=O	-8%	-4%	1%[59 µM]	-6%	-1%	-5%	-6%

Pin1 inhibitor	HP1b chromo inh	Molecule	JMJD2A Tudor	PGK inhibitor	G9a block	POLI inh	BAZ2B block	GLS inhibitor	BLM inh
-1%	45%[activator]	O=C(c1cccs1)N1CCN(c2ccccc2)CC1	-16%	-11%	?	-8%	-6%	16%	1%
3%	38%	Cc1ccc(C(=O)NNC(=O)c2csc(N3CCOCC3)n2)s1	3%	0%	1%	14%	0%	0%	.
2%	30%	Nc1cc(=O)[nH]c(SCC(=O)Nc2ccc(N3CCCCC3)cc2)n1	-11%	-6%	.	-15%	.	54%[activator]	.
-5%	31%	C=CCC(Nc1ccco1)c1ccccc1 (stereo not given)	-34%	i	?	-5%	?	9%	-22%
?	20%	Cc1cccc(N(CC(=O)Nc2ccc(F)cc2)S(C)(=O)=O)c1	-13%	-5%	4%	2%	3%	16%	-4%
-4%&2%	12%&30%	O=C(O)c1cccc(Nc2ncnc3ccc(Br)cc23)c1	-10%&-19%	3%&-2%	?	49%[activator]	-17%&-19%	12%&-7%	-2%&-17%
3%	15%	CN(Cc1ccc(Cl)s1)C(=O)CN1C(=O)N(C)C2(CCCCC2)C1=O	-12%	0%	7%	-1%	-6%	4%	.
1%	67%[activator]	O=C(O)CC1(CC(=O)NCc2ccc(F)cc2)CCCCC1	-1%	i	-8%	7%	1%	-5%	-2%

Pin1 inhibitor	HP1b chromo inh	Molecule	JMJD2A Tudor	PGK inhibitor	G9a block	POLI inh	BAZ2B block	GLS inhibitor	BLM inh
32%[activator]	9%	COc1ccc(NC(=O)CN(C)C(=O)c2cn(-c3ccccc3)nc2-c2ccc(F)cc2)cc1	-13%	6%	-17%[12.7 µM]	6%	-3%	-3%	.
0%	55%[activator]	CC(=O)C1CCCN(C(=O)c2ccc3oc(CCc4ccccc4)nc3c2)C1 (stereo not given)	-19%	-6%	-6%	-15%	-23%	-12%	-2%
5%	45%[activator]	COc1ccc(-c2ccnc3c(C#N)cnn23)cc1	5%	-1%	49%	12%	25%	0%	-1%
2%	35%	COc1ccc(Nc2nnc(-c3ccc(C)c(S(=O)(=O)N4CCOCC4)c3)c3ccccc23)cc1	-27%	i	-14%[59 µM]	-12%	-3%	-5%	-5%
-8%	9%	CCCN1CCC(=O)N([C@H](CO)c2ccccc2)CC1	-17%	0%	4%	25%&39%	3%	1%	-2%
-2%	-11%[57 µM]	CCCCNC(=O)CCCN1C(=O)CCn2nc(-c3cccn3C)cc21	-31%	i	4%[59 µM]	6%	-27%	-9%	2%
1%	35%	COc1cccc(CN(C)C(=O)c2cccc(OC3CCN(C4CCCC4)CC3)c2)c1	-14%	-2%	.	0%	-1%	2%	1%
